Compound activity: PubChem BioAssay, several laboratories
SF1 activator = activates the human nuclear receptor SF-1. CHO-K1 Gal4-SF-1 LBD luciferase reporter; % increase over DMSO SF-1-specific signal. Q13285. hit rate 1.9% among 65,000. activation, % at 10 µM. AID 522;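 active = activation above the mean activation of all tested compounds plus 3 SD, cut at about 50% in these data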
Target sequence (Q13285 whole entry, looked up, the tested form may be a part): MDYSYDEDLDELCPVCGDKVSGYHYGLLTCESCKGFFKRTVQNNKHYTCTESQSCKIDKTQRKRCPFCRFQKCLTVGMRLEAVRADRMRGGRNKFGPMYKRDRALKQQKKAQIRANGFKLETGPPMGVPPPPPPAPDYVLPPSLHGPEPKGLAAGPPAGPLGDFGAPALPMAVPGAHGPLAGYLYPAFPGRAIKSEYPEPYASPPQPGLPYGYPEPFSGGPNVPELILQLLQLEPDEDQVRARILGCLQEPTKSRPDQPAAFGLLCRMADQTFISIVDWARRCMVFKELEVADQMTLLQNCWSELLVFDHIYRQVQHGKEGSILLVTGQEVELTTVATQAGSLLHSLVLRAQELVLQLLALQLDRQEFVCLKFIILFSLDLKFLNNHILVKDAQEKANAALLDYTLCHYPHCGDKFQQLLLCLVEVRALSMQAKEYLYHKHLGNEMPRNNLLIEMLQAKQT
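Material: Gal4–SF-1 LBD one-hybrid luciferase reporter in CHO-K1 cells | Amount: 4,000 cells per well | Compound dosing: 10 µM single point, 1% DMSO | Schedule: 20 h compound treatment, 37 °C | Measured by: SteadyLite luciferase luminescence | Evaluation: Percent activation versus DMSO | Control set: DMSO-treated SF-1-transfected cells as negative, DMSO-treated mock-transfected cells lacking SF-1 as background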
Fluor 339 460 = intrinsic fluorescence of library compounds, ex339/em460 – biochemical, MLSMR library, data from DPM-DC assay, artefact control, profiling panel | compound autofluorescence, ex339/em460 nm, NADH buffer; hits give high values; 1 = no-compound wells, NADH background | fluorescence fold increase at 10 µM | hit rate 5.5% among 65,000 | AID 709;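 active = at 10 µM, mean starting fluorescence two-fold or more over control wells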;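 note: signal is the first read of a kinetic run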
TNAP act mid DEA = activates human TNAP at intermediate phosphate acceptor concentration | P05186 | activation factor at 20 µM | 64,000 tested, under 10 active | purified TNAP, CDP-star luminescence, 100 mM DEA, 30 min; hits give high values; scale: 0 levamisole-inhibited, 1 vehicle-only enzyme | AID 813;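 active = activation factor of at least 2 at 20 µM, relative to controls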
Ec RNAP inh = Escherichia coli RNA polymerase inhibition | P0A8V2 | E. coli RNA polymerase, fluorescence transcription assay | inhibition, %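 (tested at 10 µM)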 | hit rate 0.2% among 62,000; in the data active = inhibition above about 20%;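 note: 0% = enzyme without compound and 100% = no enzyme blank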
M1 agonist = agonists of M1 muscarinic receptor | hit rate 3% among 64,000 | AID 626 | CHO-M1 cells, Fluo-4 calcium fluorescence, agonist mode; hits give high values | B-score at 10 µM;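 active = fluorescence rise, raw or as B-score row- and column-corrected plate score, outside the 99.7% band of its plate's samples, either direction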
tolC growth inh = blocks growth of E. coli BW25113 tolC mutant | growth inhibition, % at 10 µM (by protocol) | AID 573 | hit rate 2.2% among 65,000 | OD615;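 active = growth inhibition at or above a cutoff equal to the mean over every tested compound plus 3 SD, cut at about 60% in these data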;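 note: growth measured after 20 h incubation at 37 °C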
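Test system: E. coli BW25113 ΔtolC::kan bacteria; incubation: 37 °C, 20 h exposure; medium: LB broth supplemented with 50 µg/mL kanamycin; read-out basis: percent growth inhibition; signal: A615 absorbance measurement; compound: 10 µM final, single dose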
RORa activator = activators of human nuclear receptor RORA. P35398. CHO-K1 Gal4-RORA LBD luciferase reporter, luminescence; percent increase over mock-subtracted basal signal. activation, % at 10 µM. hit rate 1.5% among 65,000. AID 560;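 active = activation above the mean of all tested compounds plus 3 SD, cut at about 49% in these data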;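 note: 0% = DMSO-treated RORA cells and 100% = added signal equal to DMSO minus mock-transfected cells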
NADH enzymes = inhibition of NAD/NADH coupling enzymes, library profiling | hit rate 0.02% among 65,000 | AID 774 | IC50, µM (titrated, usually from 10 µM), inactives show top-dose inhibition | coupled PK/LDH NADH assays, four targets;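 active = single-dose screening hits from any of four coupled enzyme assays that gave an IC50 when retested across doses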;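 note: the DPM-DC format reads NADH fluorescence rather than 340 nm absorbance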
M1 antag = blocks the rat M1 muscarinic receptor response to acetylcholine; AID 628; hit rate 3.4% among 64,000; B-score at 10 µM; CHO-M1 cells, Fluo-4 calcium, ACh EC80 antagonist mode; hits give low values;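 active = calcium fluorescence response, raw or row-and-column corrected B-score, differing from the plate sample mean either way at a set confidence level, mostly lower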
Target sequence (P08482 whole entry, looked up): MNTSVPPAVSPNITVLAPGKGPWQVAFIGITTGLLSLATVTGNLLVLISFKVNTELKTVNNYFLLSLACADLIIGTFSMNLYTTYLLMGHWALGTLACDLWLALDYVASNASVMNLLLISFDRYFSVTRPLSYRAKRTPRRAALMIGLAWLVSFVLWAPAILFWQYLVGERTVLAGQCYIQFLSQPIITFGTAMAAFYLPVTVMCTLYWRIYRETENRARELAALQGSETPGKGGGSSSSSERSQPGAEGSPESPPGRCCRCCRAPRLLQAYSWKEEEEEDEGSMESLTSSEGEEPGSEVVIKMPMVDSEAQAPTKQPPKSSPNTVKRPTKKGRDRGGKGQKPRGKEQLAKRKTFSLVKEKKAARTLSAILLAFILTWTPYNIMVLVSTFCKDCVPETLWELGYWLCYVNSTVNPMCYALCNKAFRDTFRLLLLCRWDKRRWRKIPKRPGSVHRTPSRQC
Active calls of the source: *; x = not tested or not shown; [ ] = another dose, or the depositor's remark.

SMILES	SF1 activator	Fluor 339 460	TNAP act mid DEA	Ec RNAP inh	M1 agonist	tolC growth inh	RORa activator	NADH enzymes	M1 antag
COc1cc(S(=O)(=O)N(Cc2cccs2)CC2CCCO2)ccc1-n1cnnn1 (stereo not drawn)	-9.8	1.07	0.9	-2.1	-0.355	6.8	-6.4	2.0%	0.313
Cc1nnc2sc(-c3ccc(-c4ccc(Cl)c(C(F)(F)F)c4)o3)nn12	-19.3	3.71*	0.7	2.8	-0.315	39.6	2.8	11.0%[fluoresces]	-0.388
Cc1c(NC(=O)Cn2cnc3c(=O)n(C)c(=O)n(C)c32)cccc1-c1nc2ccccc2o1	-4.6	1.1	1	7.4	-0.104	0.9	-11.3	0.0%	0.381
COC(=O)C1C(=O)C2=C(CC1C)NC(=O)CC2c1cccc(C)c1 (stereo not drawn)	-5.0	1.11	0.9	3.1	0.232	-9.1	-18.7	6.0%	-0.408
CCSC1=C(C#N)C(c2ccc(C)s2)CC(=O)N1 (stereo not drawn)	-20.3	1.08	0.8	9.0	-0.759	1.8	-2.4	2.0%	0.0147
O=S(=O)(Nc1cccnc1)c1ccc(C2CCCCC2)cc1	-45.5	1.07	1	5.1	7.1*	9.2	-45.4	5.0%	-3.1*
COc1ccc(-c2noc(CCC(=O)NCc3cccnc3)n2)cc1	1.5	1.06	0.9	11.4	x	-10.5	19.7	5.0%	x
CCN(CC)c1ccc(CNC23CN4CN(CN(C4)C2)C3)cc1	-3.6	1.07	1	-9.6	1.64	7.1	-21.5	2.0%	0.162
Cc1cc(C)cc(N(CC(=O)NC2CCC(C)CC2)S(=O)(=O)c2c(C)noc2C)c1 (stereo not drawn)	-8.9	0.99	0.8	10.1	0.359	-7.7	5.6	3.0%	-0.208
O=C(CSc1nnnn1-c1ccccc1)c1cc2ccccc2oc1=O	-1.4	1.05	0.8	9.9	-0.366	19.1	2.4	3.0%	0.135
Cc1ccccc1CN1CCN(CC(=O)NCc2ccc3c(c2)OCO3)C1=O	14.1	1.1	0.9	2.6	-0.00135	-6.4	-8.8	6.0%	1.51
O=C(CN1CCN(S(=O)(=O)/C=C/c2ccccc2)CC1)NC(=O)NCc1ccco1	-7.9	1.12	0.9	2.3	2.09	-8.8	-36.0	2.0%	0.535
O=C1c2ccccc2C(=O)C1c1ccncc1	1.2	0.96	0.9	10.3	-1.35	4.0	31.6	9.0%	-1.2
COc1cccc(-c2nnc(SCC(=O)N3CCCc4ccccc43)o2)c1	-18.2	1.05	0.9	4.2	0.447	41.8	-2.2	1.0%	-0.466
COc1ccc(-c2nnc(SC(C)C(=O)Nc3cccc(Cl)c3)o2)cc1 (stereo not drawn)	35.2	1.17	1	0.1	-0.586	59.2	28.6	6.0%	0.00514
O=C(CN1CCCN(S(=O)(=O)c2ccc(Br)cc2)CC1)Nc1ccc2cn[nH]c2c1	-4.0	0.99	1.1	0.6	-0.506	14.9	8.7	4.0%	-0.535
COc1ccc(-c2csc3ncnc(NCCN4CCOCC4)c23)cc1	13.6	1.15	0.9	6.0	0.841	3.5	-17.7	7.0%	-0.313
CCCOc1ccc(C(CC(=O)O)NS(=O)(=O)c2ccc(NC(C)=O)cc2)cc1 (stereo not drawn)	-23.1	1.03	0.9	4.9	0.48	-14.9	24.2	7.0%	0.024
Cc1cc(Cn2ccnc2)c(C)cc1Cn1ccnc1	-4.8	1.05	0.9	10.8	-0.407	12.6	-12.9	1.0%	-2*
COc1ccc(Cl)c(NC(=O)NCCN2CCN(c3ccccc3)CC2)c1	0.9	1.05	0.9	-2.7	2.32*	22.2	8.0	1.0%	-0.433
COc1ccc(C(=O)n2ccc(C)n2)cc1Br	-3.9	1.05	0.9	x	0.277	-2.6	-25.6	4.0%	-0.442
COc1cccc(C(c2nnnn2Cc2ccco2)N2CCN(c3cccc(C)c3C)CC2)c1OC (stereo not drawn)	-11.8	1.08	1	9.4	-0.307	9.8	-4.2	5.0%	-4.28*
CCOC(=O)c1sc(NC(=O)CNC(=O)Cn2cnc3sc(C)c(C)c3c2=O)nc1C	-4.1	1.04	0.8	8.9	-0.0689	-12.5	-26.3	4.0%	0.588
COc1cccc(C2=CC(c3ccc(N(C)C)cc3)n3nnnc3N2)c1 (stereo not drawn)	9.4	1.27	0.9	7.5	0.591	4.8	6.6	2.0%	-0.00108
CCOC(=O)c1ccc(NC(=O)CSc2nc3c(c(=O)n2CC)SC(C)C3)cc1 (stereo not drawn)	1.6	1.08	0.9	5.0	0.364	13.1	3.5	4.0%	0.789
Cc1c(-c2nc(N)nc(Nc3ccc(F)cc3)n2)oc2ccccc12	77.9*	1.36	0.9	8.8	-0.273	-1.8	73.8*	9.0%	-0.082
O=C(c1ccco1)N1CCN(C(=O)c2cc(-c3ccccn3)nc3ccccc23)CC1	-0.3	1.09	0.9	2.0	3.28*	-8.6	-20.8	3.0%	0.458
N#Cc1c(N2CCCC2)nc(N)c2c(N)nc(N3CCCC3)cc12	49.5*	2.51*	0.9	9.6	-0.595	-0.5	28.0	2.0%[fluoresces]	0.122
Cc1ccccc1-n1c(C)nnc1SCC(=O)NCC1CCCO1 (stereo not drawn)	-9.1	1.07	1	-0.2	-0.0256	0.7	-3.5	7.0%	0.0866
O=C(NCc1cccc(Cl)c1)c1ccco1	-23.9	1.11	0.9	1.2	-0.61	25.2	-8.2	1.0%	-0.669

2 compounds from above, reduced to TNAP act mid DEA, RORa activator and Ec RNAP inh:
compound	TNAP act mid DEA	RORa activator	Ec RNAP inh
COc1ccc(Cl)c(NC(=O)NCCN2CCN(c3ccccc3)CC2)c1	0.9	8.0	-2.7
COc1ccc(C(=O)n2ccc(C)n2)cc1Br	0.9	-25.6	x

Further entries follow:
SMILES	SF1 activator	Fluor 339 460	TNAP act mid DEA	Ec RNAP inh	M1 agonist	tolC growth inh	RORa activator	NADH enzymes	M1 antag
O=C(NCc1ccco1)Nc1ccc(Br)cc1Cl	59.5*	1.14	0.8	-5.7	x	18.8	57.2*	3.0%	x
CCOC(=O)c1nn(-c2ccccc2)c(=O)c2c(N)scc12	2.7	1.07	0.9	1.1	-0.379	12.2	-5.2	7.0%	0.334
Cc1ccc(Cl)cc1N(CC(=O)NC1CCCCC1)S(C)(=O)=O	-11.5	1.19	0.9	4.9	0.131	-13.5	-0.6	8.0%	0.00566
CCN(CC)S(=O)(=O)c1ccc2c(c1)c(C(=O)O)cn2C	-2.2	1.09	0.9	x	0.0185	10.2	-2.3	3.0%	0.591
COC(=O)c1cccc(N(C(=O)CNC(=O)c2ccco2)C(C(=O)NC2CCCC2)c2ccco2)c1 (stereo not drawn)	-7.8	1.1	1	-2.4	-0.657	-15.9	-2.0	3.0%	0.579
CC(C)N(Cc1nc2ccccc2[nH]1)C(C)C	7.5	1.02	0.9	3.6	0.267	-13.8	-36.3	6.0%	-1
COc1ccc(Br)cc1CNC(=O)C1CCN(S(=O)(=O)N2CCCC2)CC1	16.3	1.07	1	-6.8	-0.298	11.6	-21.2	12.0%	0.857
CCOC(=O)Cc1[nH]nc2c1C(c1ccoc1)C(C#N)=C(N)O2 (stereo not drawn)	4.5	1.01	0.9	2.1	-0.0167	-4.8	-21.1	3.0%	-0.0147
COC(=O)C(C)Sc1nnc(Cc2cc(=O)[nH]c(=O)[nH]2)n1-c1cccc(OC)c1 (stereo not drawn)	8.1	1.08	0.9	0.2	-0.302	-15.6	8.8	3.0%	-0.0407
CCn1c(=Nc2ccc(N3CCOCC3)cc2)ccc2ccccc21	5.6	1.08	0.9	6.3	x	-8.2	-0.1	5.0%	x
CCN(CC)S(=O)(=O)c1cccc(C(=O)Nc2ccccc2)c1	14.9	1.05	0.9	4.0	1.36	38.8	2.7	3.0%	-0.359
Cn1c(SCC(=O)N2CCCCC2)nc2c([nH]c3ccccc32)c1=O	-12.5	1.11	0.9	0.1	0.18	3.5	-5.1	5.0%	-3.48*
Cc1ccc(-n2ncc3c(NCc4cccnc4)ncnc32)c(C)c1	-41.6	1.1	0.9	4.2	2.02	10.5	-47.3	2.0%	0.767
Cc1ccc(C)c(-n2c(CNC(=O)c3ccco3)nnc2SCC(=O)Nc2nccs2)c1	7.2	0.91	0.9	-0.4	-0.031	10.2	-7.3	9.0%	-0.215
O=C(NCc1ccc(F)cc1)c1noc2c1CCCC2	-3.4	1.07	1.1	5.5	-0.0859	-13.8	0.2	3.0%	0.376
O=C(Nc1ccc2c(c1)OCO2)C1CCN(Cc2cnn(-c3ccccc3)c2-n2cccc2)CC1	6.5	1.07	1	9.8	0.324	18.8	3.2	7.0%	-2.06*
c1ccc(-c2nnc(CSc3nncs3)o2)cc1	17.3	0.98	0.8	5.2	0.0831	-7.0	31.1	13.0%	-1.33
O=c1[nH][nH]c(=O)c2cc(N3CCCC3)ccc12	6.3	2.65*	0.9	11.1	0.574	-15.9	1.1	12.0%	-0.83
O=C(C(F)C(F)(F)F)N1CCN(c2ccccc2)CC1 (stereo not drawn)	0.5	1.07	1	0.9	0.124	-16.2	-5.6	11.0%	-1.49
Cc1c(C(N)=O)sc(N)c1C(=O)OC(C)C	-20.9	1.06	1	x	1.47	2.4	4.7	1.0%	1.2
CC(=O)N1CCN(Cc2ccc(Br)s2)CC1	5.4	1.05	0.9	5.7	0.569	-8.7	2.9	2.0%	-0.102
CN1CCN(C(c2ccc(F)cc2)c2nnnn2Cc2cccs2)CC1 (stereo not drawn)	-2.5	1.09	0.9	x	0.0982	-14.1	2.7	9.0%	0.441
Cc1cc(C)cc(OCc2nnc(SCC(=O)c3ccc(Br)cc3)o2)c1	10.4	1.11	0.9	8.5	-0.683	2.3	-14.8	3.0%	-0.032
COC(=O)c1cc(C)sc1NC(=O)CCCC(=O)O	-4.3	1.15	0.9	2.9	-0.0737	-8.3	-0.3	5.0%	0.116
C=CCn1c(SCc2cc(=O)n3ccsc3n2)nc2sc(C)c(C)c2c1=O	-17.3	1.03	0.9	5.5	0.38	7.6	-17.1	6.0%	-0.049
Clc1ccc(Cn2c(CN3CCCC3)nc3ccccc32)cc1	-1.8	0.97	0.9	11.8	-0.789	6.6	-2.5	4.0%	-0.252
Clc1ccc(C2=Nn3c(nnc3-c3cccnc3)SC2)s1	-6.3	0.98	0.9	4.3	0.475	-6.8	5.9	5.0%	-0.532
O=CN(Cc1ccco1)C1(C(=O)NC2CCCCC2)CCCCC1	5.6	1.09	0.9	7.2	-0.115	-18.1	-8.7	7.0%	0.182
COc1ccccc1-c1cc(N)n[nH]1	-3.3	1.09	0.9	6.8	-0.506	-2.7	-4.2	7.0%	0.285
C=C1CSc2nc(=O)c3c4c(sc3n21)CCC4	-19.1	1.13	0.9	x	-0.242	6.6	-9.8	0.0%	-0.124
COc1ccccc1CNC(=O)c1ccc(NS(C)(=O)=O)cc1	-8.2	1.08	0.9	1.2	-0.263	-7.1	-18.8	6.0%	0.405

Taken from above:
Value for O=CN(Cc1ccco1)C1(C(=O)NC2CCCCC2)CCCCC1 in M1 antag: 0.182
Value for CC(=O)N1CCN(Cc2ccc(Br)s2)CC1 in RORa activator: 2.9
Value for Cc1c(C(N)=O)sc(N)c1C(=O)OC(C)C in NADH enzymes: 1.0%
